TbMetRS inhib – T. brucei MetRS inhibitors, primary screen, biochemical, luminescence; purified T. brucei MetRS, ATP depletion, Kinase-Glo luminescence; methionyl-tRNA synthetase (Trypanosoma brucei brucei); inhibition, % at 11.9 µM; 0.4% of 360,000 active;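 active = inhibition above a per-plate cutoff of the control wells' mean inhibition plus 3 SD, cut at about 5.5% in these data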;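 also: 0% = DMSO wells median and 100% = median of wells with control inhibitor compound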
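Material – parasite MetRS enzyme · Medium – HEPES-MgCl2-KCl buffer plus DTT, spermine, BSA, pyrophosphatase · Reagent – ATP, methionine and E. coli bulk tRNA substrates · Times – 15 min enzyme-compound preincubation, 2 h reaction, 10 min detection, 25 °C · Measured by – luminescence of leftover ATP · Evaluation – percent inhibition relative to median high and low control wells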
PABP1 MLLE inh – inhibitors of PABP1 MLLE–PAM2 peptide binding, primary screen, biochemical, fluorescence polarization, FITC-PAM2, GST-MLLE; Polyadenylate-binding protein 1 (Homo sapiens), P11940; inhibition, % at 20 µM; 0.36% of 360,000 active; AID 588489, 2011; in the data active = inhibition above about 35%, passing the limit was not always enough;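 also: plate controls were DMSO wells with GST-MLLE for no effect and wells lacking GST-MLLE protein for full effect; some results filed as inactive read as strong as hits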
MsrA inh – bovine MsrA enzyme inhibitors, primary screen, biochemical, absorbance, HTS; inhibition, % at 15.5 µM; purified bovine MsrA, absorbance read-out; 0.75% of 360,000 active; in the data active = inhibition above about 4.5%;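 also: 0% = vehicle wells with enzyme and 100% = reference inhibitor wells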
Rin1-Abl PPI inh – inhibitors of Rin1-Abl protein binding, primary screen, biochemical, TR-FRET; Tyrosine-protein kinase ABL1 (Homo sapiens) + Ras and Rab interactor 1 (Homo sapiens), …; inhibition, % at 7.35 µM; 0.4% of 360,000 active; AID 588664, 2011; in the data active = inhibition above about 5%, passing the limit was not always enough
Neddyl block – inhibitors of cullin neddylation, primary screen, biochemical, TR-FRET, uHTS, NAE and Ubc12 | calls only at 25 µM | NEDD8-conjugating enzyme Ubc12 (Homo sapiens) + NEDD8-activating enzyme E1 regulatory … | AID 651699, 2012 | 0.58% of 360,000 active; in the data active = inhibition above about 36%
Target sequence (P61081 whole entry, looked up): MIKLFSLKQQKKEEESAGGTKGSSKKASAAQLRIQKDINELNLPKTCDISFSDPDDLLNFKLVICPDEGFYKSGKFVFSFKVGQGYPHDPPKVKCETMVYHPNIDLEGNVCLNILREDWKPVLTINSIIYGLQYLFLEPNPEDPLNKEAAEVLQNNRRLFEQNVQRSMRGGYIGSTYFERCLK
Target sequence (Q13564 whole entry, looked up): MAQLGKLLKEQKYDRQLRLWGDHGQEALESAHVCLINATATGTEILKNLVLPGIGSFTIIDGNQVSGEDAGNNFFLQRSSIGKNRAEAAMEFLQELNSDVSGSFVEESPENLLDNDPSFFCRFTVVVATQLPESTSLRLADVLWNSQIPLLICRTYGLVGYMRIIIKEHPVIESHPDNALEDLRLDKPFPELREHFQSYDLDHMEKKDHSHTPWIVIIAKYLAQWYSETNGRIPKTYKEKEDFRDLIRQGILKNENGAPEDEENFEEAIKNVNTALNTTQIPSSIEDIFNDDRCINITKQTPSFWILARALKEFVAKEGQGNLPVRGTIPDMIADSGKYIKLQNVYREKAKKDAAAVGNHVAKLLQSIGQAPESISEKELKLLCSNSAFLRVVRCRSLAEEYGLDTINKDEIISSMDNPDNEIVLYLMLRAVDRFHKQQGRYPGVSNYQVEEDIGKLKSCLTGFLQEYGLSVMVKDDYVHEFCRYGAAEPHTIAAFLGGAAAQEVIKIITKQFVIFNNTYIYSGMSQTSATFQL
CSN inh – inhibitors of CSN-mediated cullin deneddylation, primary screen, biochemical, fluorescence polarization, uHTS; Purified CSN, SCF-Nedd8-OG deneddylation; COP9 signalosome complex subunit 5 (Homo sapiens), Q92905; AID 651999, 2013; 0.38% of 360,000 active; inhibition, % at 12.5 µM;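 active = pattern-corrected inhibition above about 35%, with an unprinted fluorescence ratio check between 0.5 and 1.5, limit read from the data, passing the limit was not always enough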;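 also: 0% = enzyme with substrate and 100% = substrate without enzyme; some results filed as inactive read as strong as hits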
Target sequence (Q92905 whole entry, looked up, one chain of several): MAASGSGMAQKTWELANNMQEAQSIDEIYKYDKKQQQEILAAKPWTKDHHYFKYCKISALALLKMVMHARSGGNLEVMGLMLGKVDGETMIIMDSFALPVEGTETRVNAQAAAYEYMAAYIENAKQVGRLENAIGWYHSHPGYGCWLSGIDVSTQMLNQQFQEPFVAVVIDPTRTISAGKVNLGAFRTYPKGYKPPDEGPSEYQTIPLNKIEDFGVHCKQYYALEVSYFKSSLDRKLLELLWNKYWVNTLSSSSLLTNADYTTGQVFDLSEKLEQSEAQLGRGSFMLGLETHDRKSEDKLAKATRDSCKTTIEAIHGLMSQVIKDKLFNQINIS
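Schedule: reaction 90 min, room temperature / Assay system: HEK293T-derived human Csn5 enzyme / Input: Csn5 at 0.24 nM final / Measure: inhibition of Csn5 cleavage, % / Control set: substrate-only high control, full reaction low control / Technique: fluorescence polarization of the substrate / Buffer or medium: Tris/NaCl/DTT buffer, pH 7.5 / Reagent: SCFSkp2-Nedd8OG substrate at 10 nM final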
E coli Lon inh – inhibitors of E. coli Lon protease, primary screen, biochemical, fluorescence polarization; 0.42% of 360,000 active; inhibition, % at 7.94 µM; purified E. coli Lon protease; P0A9M0; AID 602123, 2011; in the data active = inhibition above about 13%, passing the limit was not always enough;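 also: 0% = enzyme with probe and DMSO and 100% = no enzyme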
MsrA act – bovine MsrA enzyme activators, primary screen, biochemical, absorbance, HTS; purified bovine MsrA, absorbance read-out; AID 602163, 2012; activation, % at 10.6 µM; 0.3% of 360,000 active; in the data active = activation above about 7.5%;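 also: 0% = vehicle and 100% = reference activator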
FAS TE block – FAS thioesterase domain inhibitors, primary screen, biochemical, fluorescence intensity, uHTS. Fatty acid synthase (Homo sapiens), P49327. recombinant FAS-TE, OMFH fluorogenic substrate, fluorescence endpoint. inhibition, % at 15 µM. 0.67% of 360,000 active;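 active = compounds whose normalised, plate-corrected inhibition of enzyme fluorescence in the single-dose primary screen is 50% or more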;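 also: 0% = DMSO with enzyme and 100% = substrate without enzyme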
* = called active by the depositor; i = inactive; . = not tested or not shown. Compounds were not picked by outcome. About 4% of those tested had a hit in this group.

Every second line gives: TbMetRS inhib	PABP1 MLLE inh	MsrA inh	Rin1-Abl PPI inh	Neddyl block	CSN inh	E coli Lon inh	MsrA act	FAS TE block
- O=C(Cn1cccc1C(=O)c1ccccc1)NCCc1ccccc1
  -0.5	-2.2	0.3	1.7	i	0.3	6.6	-12.8	-2.6
- O=C(Cn1c2c(c(-c3ccccc3)cc1=O)CCCC2)N1CCCCCC1
  -0.4	-9.9	0.1	-2.8	i	-7.2	1.4	-0.5	9.6
- Nc1nnc(SCC(=O)OCc2ccc(F)cc2)s1
  -0.8	-13.2	0.0	-0.7	i	-10.2	-3.2	-4.3	-8.1
- COc1cc(C(=O)NCC2CCCCC2)ccc1OCc1c(C)noc1C
  -0.3	2.8	-0.9	-2.1	i	0.6	-7.4	-2.9	-8.6
- O=C(/C=C/c1ccccc1Br)c1ccc2c(c1)OCO2
  0.0	-22.3	2.0	1.2	i	0.4	-0.9	-2.3	15.0
- COc1ccccc1OCC(=O)Nc1oc(-c2ccccc2)c(-c2ccccc2)c1C#N
  -1.1	-6.3	1.2	-1.9	i	-2.2	-9.3	-6.7	26.5
- COCCn1c(SCc2nc3sc(C(=O)OC)c(C)c3c(=O)[nH]2)nc2ccccc21
  0.1	-87.5	0.3	1.4	i	14.5	-9.3	-1.5	6.8
- Cc1ccc(S(=O)(=O)Nc2cncnc2NS(=O)(=O)c2ccc(C)cc2)cc1
  -0.2	13.9	-1.2	3.3	i	-8.4	2.7	-2.9	-0.8
- O=C(c1ccccc1)N1N=C(c2ccccc2O)CC1c1ccc(Br)cc1 (stereo not drawn)
  -0.2	13.7	-0.1	2.6	i	-0.7	5.6	-3.0	23.8
- Cc1ccc(N2CCN(CC(O)COc3cccc(C)c3)CC2)cc1 (stereo not drawn)
  -0.3	-9.5	0.1	0.3	i	-2.9	1.9	-1.1	2.0
- O=C1C2C3C=CC(C3)C2C(=O)N1c1ccc(-c2nc3ccccc3c(=O)o2)cc1 (stereo not drawn)
  -0.5	4.8	-0.4	4.4	i	0.0	2.1	0.5	19.5
- COc1ccc2c(c1)C(SCC(=O)NCCc1ccccc1)CC(C)(C)O2 (stereo not drawn)
  2.3	7.2	0.7	0.5	i	-2.8	2.8	-10.8	7.3
- COc1ccc(N(CC(=O)NCc2ccco2)S(C)(=O)=O)cc1Cl
  -0.6	-1.6	0.3	2.6	i	1.2	-4.8	3.1	-6.4
- O=[N+]([O-])c1ccc(-c2nnc3n2CCCCC3)cc1
  0.3	5.6	-0.8	0.0	i	-1.0	-2.0	-1.1	-2.1
- O=C(COC(=O)c1ccccc1F)Nc1ccc(S(=O)(=O)N2CCOCC2)cc1
  0.2	-18.4	-0.2	-1.3	i	-2.7	-27.5	-1.4	4.6
- Cc1ccc(C)c(NC(=S)NCCSc2ccc(Cl)cc2)c1
  -0.2	-23.7	-1.9	1.9	i	0.2	7.4	-2.0	39.2
- CC(C)c1ccc(N2CC(C(=O)Nc3nccs3)CC2=O)cc1 (stereo not drawn)
  -0.5	-7.2	-0.2	0.1	i	-2.2	7.9	-2.2	-6.7
- COc1cc(-c2nnn(CC(=O)N3CCOCC3)n2)cc(OC)c1OC
  -0.1	7.6	-1.1	-3.0	i	5.6	17.1	0.2	-5.2
- CC(C)C[C@H]1CN([C@@H](CC(C)C)CN2CCCC2CN2C(=S)NC[C@@H]2Cc2ccc(O)cc2)C(=S)N1CC1CCCCC1 (stereo partly drawn)
  0.4	-12.9	0.1	-0.8	i	-1.1	-2.8	-2.0	-101.9
- CCOCCc1nnc(NC(=O)c2ccc(OC)c(OC)c2)s1
  0.4	-0.3	2.7	-2.6	i	1.5	-7.5	-0.1	0.4
- COc1ccc(Cc2nc3ccccc3n2CC(=O)N/N=C/c2ccc(O)cc2)cc1OC
  -0.3	4.2	0.0	-0.1	i	1.1	-3.8	-3.4	-11.0
- COc1ccc(N(C(=O)c2snc(C(N)=O)c2N)C(C(=O)NC2CCCC2)c2ccc3ncccc3c2)cc1 (stereo not drawn)
  -0.6	13.4	0.7	-1.1	i	-1.4	6.3	-0.7	11.0
- Cc1ccc(CN(c2ccc(C(=O)N3CCCC3)cc2)S(C)(=O)=O)cc1
  -0.1	5.7	1.6	1.2	i	0.6	-9.9	0.5	-7.8
- COc1ccc(CN2C(=O)CCC2(C)c2nnnn2-c2c(C)cccc2C)cc1 (stereo not drawn)
  -1.0	.	0.0	.	i	-0.6	3.0	0.0	-2.5
- O=C1CC(c2ccc(F)cc2)Sc2ccccc2N1 (stereo not drawn)
  -1.2	6.0	-0.8	1.1	i	-0.1	-9.5	-4.6	-3.7
- CC1CCCCC1NC(=O)CN1C(=O)NC(C)(c2cccc(Br)c2)C1=O (stereo not drawn)
  -0.2	4.5	0.3	0.8	i	1.4	-6.2	-2.5	0.2
- Cc1csc(NC(=O)CSc2[nH]c(=O)ncc2C)n1
  -0.3	7.4	0.1	2.1	i	-0.4	-11.4	0.5	0.6
- O=c1c(Cl)c(NCc2ccco2)cnn1C12CC3CC(CC(C3)C1)C2
  0.3	-14.9	0.8	-2.5	i	1.9	3.1	-2.9	-3.0
- COC(=O)c1ccc(N2C(c3cc(OC)cc(OC)c3)=Cc3ccc(-c4cnc(OC)nc4)cc3C2CC(=O)C2CC2)cc1 (stereo not drawn)
  -0.2	.	-0.6	.	i	-1.3	-5.8	-0.1	40.0
- Cc1nc(NN)c2c3c(sc2n1)COC(C)(C)C3
  -0.6	-20.3	1.5	0.8	i	1.7	-26.8	-0.5	-3.8

Molecules from the list above containing a thiophene ring, fused or not, in the order listed:
Every second line gives: TbMetRS inhib	PABP1 MLLE inh	MsrA inh	Rin1-Abl PPI inh	Neddyl block	CSN inh	E coli Lon inh	MsrA act	FAS TE block
- COCCn1c(SCc2nc3sc(C(=O)OC)c(C)c3c(=O)[nH]2)nc2ccccc21
  0.1	-87.5	0.3	1.4	i	14.5	-9.3	-1.5	6.8
- Cc1nc(NN)c2c3c(sc2n1)COC(C)(C)C3
  -0.6	-20.3	1.5	0.8	i	1.7	-26.8	-0.5	-3.8

New compounds follow.
Every second line gives: TbMetRS inhib	PABP1 MLLE inh	MsrA inh	Rin1-Abl PPI inh	Neddyl block	CSN inh	E coli Lon inh	MsrA act	FAS TE block
- COc1ccc(/C=C/C(=O)c2oc3ccc(F)cc3c2C)cc1
  -0.2	5.7	.	0.0	i	6.0	0.8	-0.9	10.4
- Cc1cc(C)cc(NC(=O)C2CCN(c3nc(C)cc(C)n3)CC2)c1
  -1.2	-4.6	0.7	-2.9	i	4.7	2.4	-10.5	-3.4
- CCOC(=O)c1sc(NC(=O)c2c(CC)noc2C)nc1C
  -0.3	4.8	1.1	0.7	i	4.0	-10.7	-2.9	-1.8
- COCCNC(=O)C(OC(=O)c1ccco1)c1ccccc1Cl (stereo not drawn)
  -1.0	5.3	0.5	-2.8	i	0.9	-7.9	-10.8	-9.0
- CCc1cc2c(NCCN3CCCCC3)ncnc2s1
  0.4	-2.3	-0.9	-1.9	i	6.6	-3.5	-5.4	-2.0
- COc1ccccc1C1=NOC(C)(c2sc(-c3ccc(Cl)cc3)nc2C)C1 (stereo not drawn)
  0.0	14.9	2.5	3.8	i	-5.4	7.9	-4.4	15.8
- O=C1CSC(c2ccccc2[N+](=O)[O-])N1c1cccc(F)c1 (stereo not drawn)
  1.5	30.5	-0.3	1.1	i	2.9	0.8	-3.5	1.1
- CCCCCC(=O)N/N=C/c1ccco1
  -0.8	13.2	-1.0	-3.0	i	0.9	-6.1	-3.0	-8.0
- Cc1cccc(NC(=O)NNC(=O)c2sccc2-n2cccc2)c1
  -0.6	6.7	-1.1	1.9	i	0.0	-20.0	-2.4	-4.1
- CC(C)(C)NC(=O)Cn1c(-c2nonc2N)nc2ccccc21
  0.1	4.6	-0.2	2.0	i	-4.7	-5.6	-6.9	-2.3
- Cc1cccc(NC(=O)NNC(=O)c2ccc(C)c([N+](=O)[O-])c2)c1
  0.4	-10.5	-1.3	-0.8	i	3.0	2.7	-1.1	21.9
- CCOC(=O)Cn1c2ccccc2n2nc(CCC(=O)O)c(=O)nc12
  -0.1	3.9	2.1	-3.6	.	-10.8	6.7	-0.9	-2.2
- Cc1ccc(S(=O)(=O)Nc2ccc(N3CCCCC3)cc2)cc1
  -2.0	-8.8	-0.7	-0.6	i	-2.8	-3.4	-8.0	1.4
- COC(=O)Oc1ccc(/C=N/NC(=O)CSCc2ccccc2Br)cc1OC
  -1.8	-11.7	1.8	-0.9	i	-4.5	-6.2	-13.2	7.3
- CN1CCN(c2ccc(Cl)cc2NC(=O)CN2C(=O)NC(C)(c3ccccc3)C2=O)CC1 (stereo not drawn)
  0.2	-31.9	0.1	2.8	i	-6.0	-0.5	0.6	-2.3
- CC(Nc1nc(Nc2ccc(F)cc2)nc(SCC(N)=O)n1)c1ccccc1 (stereo not drawn)
  -0.4	-3.5	-0.8	0.5	i	2.5	-0.4	-2.0	8.3
- COC(=O)c1cc(-c2ccc(F)cc2)n(-c2ccccc2)n1
  -0.9	-11.3	-0.8	-3.5	i	0.8	0.1	1.7	1.2
- CCN(CC)c1ccc(/C=N/n2c(C)nc3ccccc3c2=O)cc1
  -0.4	4.2	2.9	-1.0	i	-5.8	-3.9	-4.6	4.1
- CCOC(=O)c1nn(-c2ccc(F)cc2)c2nc(CC(C)C)c(C#N)c(=O)n12
  0.2	5.5	-1.7	-2.1	.	1.3	-7.2	-2.3	20.4
- CC(=O)Nc1ccc(N(C(=O)CNC(=O)c2ccco2)C(C(=O)NCc2ccco2)c2ccccc2)cc1 (stereo not drawn)
  -0.8	-2.4	-1.2	0.9	i	3.5	-3.0	-6.5	-3.0
- Cn1cnc(S(=O)(=O)N2CCCCC2c2cc(C(=O)Nc3cccc(C#N)c3)no2)c1 (stereo not drawn)
  -0.2	7.9	0.5	-3.9	i	-5.7	-3.4	-1.8	-6.6
- COc1ccc(NC(C)=O)cc1CP(=O)(c1ccccc1)c1ccccc1
  -0.4	-2.2	-1.4	2.4	i	-1.9	0.7	-1.0	0.8
- CC(N)c1ccc(Cl)cc1Cl (stereo not drawn)
  0.1	13.7	0.1	0.2	i	-7.9	6.3	-3.9	-15.0
- Cc1ccc(NC(=O)CNC(=O)c2cccs2)nc1
  -0.3	14.1	-0.5	2.2	i	-0.5	5.0	-2.0	-8.9
- COc1cccc(CNS(=O)(=O)c2cc3c4c(c2)CCN4C(=O)CC3)c1
  -0.4	4.1	0.7	2.6	i	-8.5	4.9	-8.1	-9.6
- CC(C)CCNC(=O)NC(=O)COC(=O)/C=C/c1cc(Br)ccc1F
  -0.2	-3.4	.	0.2	i	-0.3	-6.4	-3.5	-4.9

Screens as filed in PubChem.
